KRASV12 cytotoxicity = cytotoxicity in KRAS-transformed pancreatic duct cells, primary screen, cell-based, fluorescence, HTS (AID 431). HPDE-C7K KRASV12 cells, Alamar Blue viability, 48 h; higher % means a stronger effect. cytotoxicity, % at 10 µM; hits with a dose series show EC50 in µM. actives 1.7% (n = 63,000);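 active means compounds whose percent cytotoxicity in the single-dose primary screen, scaled between solvent and toxic-drug controls, exceeds 50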;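 further: 0% = DMSO solvent wells and 100% = doxorubicin-treated wells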
Alkaline phosphatase = human TNAP enzyme inhibitors, biochemical, luminescent (AID 518); Alkaline phosphatase, tissue-nonspecific isozyme (Homo sapiens); purified TNAP enzyme, luminescent substrate readout; higher % means a stronger effect; inhibition, % at 20 µM, or IC50 in µM where a hit was titrated; actives 0.09% (n = 64,000); in the data active means a potency from the dose series; inactive means the rest, 99 in 100 with inhibition below about 22%;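 further: plate controls were vehicle for no effect and reference inhibitor for full effect; many of its hits are not listed in these tables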
Spn PMK inh = S. pneumoniae PMK inhibitors, primary screen, biochemical, mevalonate pathway, pilot trial included; phosphomevalonate kinase (Streptococcus pneumoniae D39); actives 0.49% (n = 65,000); inhibition, % at 10 µM; AID 539, 2006; purified PMK, PK/LDH-coupled NADH absorbance 340 nm;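 active means top-ranked compounds by inhibition in the single 10 µM screen, taking a fixed number of the strongest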;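 further: 0% = full reaction with DMSO carrier and 100% = background rate without enzyme reaction; no value below 0 was filed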
HPDE-C7 viability = cytotoxicity in HPDE-C7 cells, cell-based, fluorescence, HTS (AID 430) | HPDE-C7 pancreatic duct cells viability, fluorescence; higher % means a stronger effect | cytotoxicity, % at 10 µM; hits with a dose series show EC50 in µM | actives 1.8% (n = 63,000);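 further: cells exposed to compound for 48 hours before viability readout; 0% = vehicle and 100% = reference cytotoxic drug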
Bfl-1 inhibitors = Bfl-1 inhibitors, primary screen, biochemical, fluorescence polarization, FITC-Bid, mouse (AID 432); Bcl-2-related protein A1 (Mus musculus); actives 0.02% (n = 64,000); displacement, % at 20 µM; hits with a dose series show IC50 in µM; FITC-Bid BH3 peptide fluorescence polarization displacement; higher % means a stronger effect; in the data active means a potency from the dose series; inactive means the rest, 99 in 100 with displacement below about 15%; further: strong numbers were not always called active
HT1080 viability = cytotoxicity in HT1080 fibrosarcoma cells, cell-based, fluorescence readout (AID 620); HT1080 viability, fluorescence; higher % means a stronger effect; one-dose cytotoxicity, % at 10 µM; EC50 in µM for titrated hits; actives 0.42% (n = 87,000);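 further: cells exposed to compound overnight then 4 h with Alamar Blue; 0% = vehicle DMSO and 100% = killing control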
MK inhibit = S. pneumoniae MK inhibitors, primary screen, biochemical, PK/LDH-coupled NADH absorbance. mevalonate kinase [Streptococcus pneumoniae D39]. purified MK, PK/LDH-coupled NADH absorbance 340 nm. inhibition, % at 10 µM. actives 0.48% (n = 65,000). AID 555, 2006;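 active means ranked among the strongest by inhibition in the single 10 µM screen, a fixed top-ranked set picked for dose follow-up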; further: no value below 0 was filed
DPM-DC inhibit = S. pneumoniae DPM-DC inhibitors, primary screen, biochemical, PK/LDH-coupled NADH fluorescence. diphosphomevalonate decarboxylase (Streptococcus pneumoniae D39). purified DPM-DC. calls only at 10 µM. actives 0.49% (n = 65,000);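 active means the 320 compounds with the highest percent inhibition in the single-dose primary screen, excluding strongly autofluorescent ones, cut at about 32% in these data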;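 further: kinetic rate of NADH fluorescence loss reporting ADP formed by the decarboxylase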
LYP inhibition = LYP phosphatase inhibitors, primary screen, biochemical, DiFMUP fluorescence, recombinant catalytic domain, 10 µM (AID 606); recombinant LYP catalytic domain, DiFMUP fluorescence; higher % means a stronger effect; 52,000 tested, under 10 active; one-dose inhibition, % at 10 µM; IC50 in µM for titrated hits;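 active means IC50 under 40 µM in the dose-response test; inactive means IC50 of 40 µM or more, or never dose-tested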
Spn PMK inh pilot replicates = further read-out of Spn PMK inh, marked with its call; inhibition, %; measured here: pilot screen replicates
MK inhibit pilot replicates = second read-out of MK inhibit, no call of its own (marks repeat the call); inhibition, %; measured here: pilot screen replicates
DPM-DC inhibit pilot screen % = also measured in DPM-DC inhibit; calls as there; inhibition, %; measured here: pilot screen trials
Active calls of the source: *; i = inactive; . = no result given; + = active, no number. Unless noted, no stated cut-off is given here; in the data, active means cytotoxicity above about 50%; inactive means the rest. No enrichment for hits. Share with any hit: about 3.6%.

SMILES	KRASV12 cytotoxicity	Alkaline phosphatase	Spn PMK inh	HPDE-C7 viability	Bfl-1 inhibitors	HT1080 viability	MK inhibit	DPM-DC inhibit	LYP inhibition	others
O=C1Nc2ccc(S(=O)(=O)NCCC3=CCCCC3)c3cccc1c23	25%	13%	8	16%	4%	.	5	.	15%
COCCCN1C(=O)c2[nH]nc(-c3ccccc3O)c2C1c1cccc(Cl)c1 (stereo unspecified)	19%	-36%	5	13%	2%	50%	4	i	.
Cc1ccccc1-c1nc(CS(=O)(=O)CC(=O)NCc2ccccc2)c(C)o1	4%	20%	0	4%	-2%	-5%	5	i	.	Spn PMK inh pilot replicates=3.0;MK inhibit pilot replicates=0.0;DPM-DC inhibit pilot screen %=1.0
Cc1ccc(N2C(=O)c3ccccc3C2Nc2ccccc2F)nc1 (stereo unspecified)	1%	4%	6	-9%	-1%	-6%	6	i	1%
COC(=O)c1cn(CC(=O)N2CCCCCC2)c2ccccc12	4%	8%	0	-10%	-4%	-9%	7	i	3%
Cc1noc(C)c1COC(=O)CCOc1ccccc1	2%	-10%	18	8%	1%	-1%	4	i	2%
N#Cc1c(N)n(CCOC(=O)c2ccc(Cl)cc2)c2nc3ccccc3nc12	0%	13%	2	14%	-6%	3%	3	.	9%
O=C(Cn1nnc(-c2ccc3c(c2)OCO3)n1)N1CCOCC1	-4%	5%	5	3%	7%	1%	7	i	9%
CN(CCNC(=O)CN1CCN(Cc2ccccc2Cl)C1=O)Cc1ccccc1	-20%	-7%	15	-35%	-16%	.	10	i	1%
CCOC(=O)C(C(C)=O)=C1SC2CS(=O)(=O)CC2S1 (stereo unspecified)	3%	12%	8	1%	-8%	-2%	7	i	.
CCCn1c(NC(=O)c2ccc(Cl)c(S(=O)(=O)N3CCCC3)c2)nc2ccccc21	38%	8%	14	16%	-5%	6%	0	i	-5%
O=C(CSc1nnc(Cc2ccccc2)o1)Nc1ccc(Br)cn1	-11%	12%	9	0%	-3%	11%	8	i	7%
COC(=O)c1cc2c(=O)n3ccccc3nc2n(C(C)C)c1=N	5%	6%	0	-8%	6%	2%	4	.	0%
O=C(O)c1ccccc1C(=O)Nc1n[nH]c(=S)s1	6%	9%	10	0%	-3%	-2%	12	i	2%
O=C(NCc1cccnc1)c1c(F)c(F)c(F)c(F)c1F	-19%	10%	3	-21%	-2%	0%	2	i	7%
Clc1ccccc1-c1nnc2sc(-c3ccc4c(c3)OCO4)nn12	8%	14%	11	7%	-12%	4%	20	i	7%
C[C@H](N)c1nnc(SCc2ccc(Cl)cc2Cl)o1	-5%	9%	18	-5%	-7%	-11%	6	i	.
CCNC(=O)CSc1nc2ccccc2c(=O)n1OC	-6%	10%	12	-1%	-4%	2%	5	i	3%
Cc1[nH]n2c(=O)cc(C(C)C)nc2c1-c1ccccc1	29%	15%	4	13%	-1%	3%	6	i	-2%
COc1cccc(C(=O)Nc2nnc(-c3cccs3)o2)c1	16%	14%	11	22%	6%	0%	4	i	13%
CC1CCCCC1NC(=O)c1nn(C)c(=O)c2ccccc12 (stereo unspecified)	10%	19%	21	-3%	0%	-5%	9	i	1%	Spn PMK inh pilot replicates=1.0;MK inhibit pilot replicates=0.0;DPM-DC inhibit pilot screen %=0.0
O=C1C(O)CC2c3ccccc3CC3(CCCC3)N12 (stereo unspecified)	-1%	8%	4	-4%	-9%	2%	1	i	-2%
O=C(COC(=O)c1cnccn1)Nc1ccc(Cl)cc1	1%	6%	9	4%	4%	-6%	0	i	0%
Cc1ccc(C2C3=C(CC(C)(C)CC3=O)N(CCN3CCOCC3)C3=C2C(=O)CC(C)(C)C3)cc1	13%	-11%	5	17%	4%	10%	8	+	-6%
Cc1cc(C)nc(N2CCCC(C(=O)NCc3cccc(C(F)(F)F)c3)C2)n1 (stereo unspecified)	19%	8%	16	18%	9%	-24%	8	i	.
CC(=O)c1ccc(OCC(O)CN2C(C)(C)CC(O)CC2(C)C)cc1 (stereo unspecified)	8%	3%	0	5%	9%	-6%	6	i	3%
Cc1cc(NC(=O)CCCN2C(=O)c3cccnc3C2=O)no1	-9%	16%	12	-4%	-3%	0%	7	i	11%	Spn PMK inh pilot replicates=0.0;MK inhibit pilot replicates=0.0;DPM-DC inhibit pilot screen %=0.0
Cc1nc(N2CCN(Cc3ccc4c(c3)OCO4)CC2)c2oc3ccccc3c2n1	30%	8%	0	31%	9%	6%	10	i	.
CCCCC(=O)Nc1nc2c(OC)ccc(OC)c2s1	-1%	5%	12	6%	-1%	3%	6	i	4%
CCCc1n[nH]c2c1C(=O)C(C(=O)OC)C(C)(C)C2 (stereo unspecified)	8%	37%	12	6%	-1%	25%	4	i	.
COc1cccc(-c2cc(C(=O)Nc3cc(C)on3)no2)c1	-2%	2%	18	-1%	-6%	30%	2	i	15%
COc1cccc2cc(C(=O)N3CCN(C(=O)c4ccco4)CC3)c(=O)oc12	26%	0%	1	20%	-3%	32%	11	i	5%
CCOC(=O)c1c(NC(=O)CSc2nnc(-c3cccnc3)o2)sc(C(C)=O)c1C	1%	7%	14	-5%	-14%	-12%	10	i	-8%
CCc1cc(N2CCOCC2)cc2c1[nH]c1ccccc12	-10%	7%	3	-17%	4%	-2%	9	.	-1%
O=C(CSc1nnc(-c2cccnc2)n1-c1ccccc1)NCc1ccc2c(c1)OCO2	-7%	2%	13	-2%	-10%	1%	8	i	1%
CCCNc1nc2c(c(=O)[nH]c(=O)n2C)n1CCC(C)C	9%	9%	6	-13%	6%	2%	8	i	-1%

14 neighbouring records out of the list so far, quoted:
SMILES	KRASV12 cytotoxicity	Alkaline phosphatase	Spn PMK inh	HPDE-C7 viability	Bfl-1 inhibitors	HT1080 viability	MK inhibit	DPM-DC inhibit	LYP inhibition	others
O=C(COC(=O)c1cnccn1)Nc1ccc(Cl)cc1	1%	6%	9	4%	4%	-6%	0	i	0%
Cc1ccc(C2C3=C(CC(C)(C)CC3=O)N(CCN3CCOCC3)C3=C2C(=O)CC(C)(C)C3)cc1	13%	-11%	5	17%	4%	10%	8	+	-6%
Cc1cc(C)nc(N2CCCC(C(=O)NCc3cccc(C(F)(F)F)c3)C2)n1 (stereo unspecified)	19%	8%	16	18%	9%	-24%	8	i	.
CC(=O)c1ccc(OCC(O)CN2C(C)(C)CC(O)CC2(C)C)cc1 (stereo unspecified)	8%	3%	0	5%	9%	-6%	6	i	3%
Cc1cc(NC(=O)CCCN2C(=O)c3cccnc3C2=O)no1	-9%	16%	12	-4%	-3%	0%	7	i	11%	Spn PMK inh pilot replicates=0.0;MK inhibit pilot replicates=0.0;DPM-DC inhibit pilot screen %=0.0
Cc1nc(N2CCN(Cc3ccc4c(c3)OCO4)CC2)c2oc3ccccc3c2n1	30%	8%	0	31%	9%	6%	10	i	.
CCCCC(=O)Nc1nc2c(OC)ccc(OC)c2s1	-1%	5%	12	6%	-1%	3%	6	i	4%
CCCc1n[nH]c2c1C(=O)C(C(=O)OC)C(C)(C)C2 (stereo unspecified)	8%	37%	12	6%	-1%	25%	4	i	.
COc1cccc(-c2cc(C(=O)Nc3cc(C)on3)no2)c1	-2%	2%	18	-1%	-6%	30%	2	i	15%
COc1cccc2cc(C(=O)N3CCN(C(=O)c4ccco4)CC3)c(=O)oc12	26%	0%	1	20%	-3%	32%	11	i	5%
CCOC(=O)c1c(NC(=O)CSc2nnc(-c3cccnc3)o2)sc(C(C)=O)c1C	1%	7%	14	-5%	-14%	-12%	10	i	-8%
CCc1cc(N2CCOCC2)cc2c1[nH]c1ccccc12	-10%	7%	3	-17%	4%	-2%	9	.	-1%
O=C(CSc1nnc(-c2cccnc2)n1-c1ccccc1)NCc1ccc2c(c1)OCO2	-7%	2%	13	-2%	-10%	1%	8	i	1%
CCCNc1nc2c(c(=O)[nH]c(=O)n2C)n1CCC(C)C	9%	9%	6	-13%	6%	2%	8	i	-1%

(further entries)
SMILES	KRASV12 cytotoxicity	Alkaline phosphatase	Spn PMK inh	HPDE-C7 viability	Bfl-1 inhibitors	HT1080 viability	MK inhibit	DPM-DC inhibit	LYP inhibition	others
COc1cc2c(cc1OC)C(C(=O)NC1CC1)C1c3ccccc3CCN1C2=O (stereo unspecified)	-2%	8%	0	-4%	2%	0%	1	i	5%
COc1ccc(CNC(=O)c2ccc(N3CCCC3=O)cc2)cc1	3%	6%	13	-15%	0%	-6%	0	i	-7%
CC(C)COC(=O)c1cc(-c2ccc(/C=N/n3cnnc3)o2)ccc1Cl	-13%	7%	0	-12%	-7%	-7%	7	i	12%
COC(=O)c1c(C(=O)OC)c2n(c1C)Cc1ccccc1C2	3%	4%	9	-7%	-5%	0%	5	i	.
CCN1CSC(=S)N(Cc2ccc(OC)cc2)C1	.	.	7	.	.	-1%	0	i	.
Cc1nc(NC2=NCN(CCc3ccccc3)CN2)nc2ccccc12	23%	8%	5	29%	-10%	27%	6	i	.
CCN(CC)CCn1c(NCc2cccc(OC)c2)nc2ccccc21	8%	10%	15	0%	-5%	2%	0	i	1%
O=C(CCNC(=O)c1ccc(Br)o1)NCc1ccc(Cl)cc1	6%	8%	14	1%	-8%	6%	0	i	7%
Cc1cccc(Cn2c(NCC(C)O)nc3c2c(=O)n(C)c(=O)n3C)c1 (stereo unspecified)	3%	11%	3	-7%	-12%	-8%	3	i	4%
COc1ccccc1C1SCCN1S(=O)(=O)c1cccc(C(F)(F)F)c1 (stereo unspecified)	2%	15%	5	-17%	0%	-5%	12	i	8%
CCc1cccc(C)c1NC(=O)CN1C(=O)c2ccccc2S1(=O)=O	0%	6%	11	-8%	0%	-2%	9	i	-8%
CN1/C(=C/C(=O)c2nc(S(C)(=O)=O)ncc2Cl)C(C)(C)c2ccccc21	-12%	16%	11	110%*	34%	18µM*	0	i	9%
COc1ccc(-c2c(C#N)c(SCc3c(C)noc3C)nc3c2C(=O)CC(C)(C)C3)cc1	-10%	0%	11	-11%	-26%	.	0	i	.
CC1CCN(C(=O)CSc2ccc3nnc(-c4cccc(F)c4)n3n2)CC1	-10%	-7%	13	-21%	-3%	3%	10	i	4%
c1ccc(N2CCN(c3ncnc4scc(-c5cccs5)c34)CC2)cc1	5%	9%	0	2%	-10%	-4%	5	i	6%
O=C(NCCCN1CCOCC1)c1cc2c(s1)CCCC2	-4%	13%	12	-2%	-5%	-6%	1	i	4%
CC(C)OC(=O)CSc1nnc(-c2ccc(C(C)(C)C)cc2)n1N	18%	27%	9	18%	-9%	13%	7	i	3%	Spn PMK inh pilot replicates=1.5;MK inhibit pilot replicates=1.5;DPM-DC inhibit pilot screen %=3.5

Screening results: PubChem, several laboratories
